TRb-SRC2 inh: disrupts binding of human TR beta to SRC2; P10828; TRbeta-SRC2 peptide binding, fluorescence polarization; receptor liganded with 1 µM T3; Potency, µM (series often up to 106 µM), without a hit: at the highest dose activity change, negative = inhibition, most hits filed as inhibitors; 280,000 compounds, 0.065% hits; AID 1469;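 note: potency is the fitted concentration of half-maximal effect; plate controls were bound peptide for no effect and peptide without receptor for full effect; nearly all actives have a fitted effect of over 50% in size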
Target sequence (P10828 whole entry, looked up): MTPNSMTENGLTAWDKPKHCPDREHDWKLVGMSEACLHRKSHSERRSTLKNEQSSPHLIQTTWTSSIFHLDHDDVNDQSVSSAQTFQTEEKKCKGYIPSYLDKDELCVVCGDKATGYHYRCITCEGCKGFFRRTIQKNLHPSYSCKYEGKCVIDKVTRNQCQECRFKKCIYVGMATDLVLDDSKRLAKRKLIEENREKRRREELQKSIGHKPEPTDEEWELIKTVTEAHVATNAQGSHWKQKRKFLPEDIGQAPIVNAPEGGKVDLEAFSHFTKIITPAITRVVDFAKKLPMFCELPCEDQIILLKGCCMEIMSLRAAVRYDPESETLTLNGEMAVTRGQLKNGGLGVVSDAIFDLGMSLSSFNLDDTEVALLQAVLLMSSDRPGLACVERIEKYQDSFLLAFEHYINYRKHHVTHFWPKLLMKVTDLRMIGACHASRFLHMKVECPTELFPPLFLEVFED
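Each compound concentration gave % activity, normalized to unbound and bound Texas Red SRC2 controls, from polarization read after 5 hr ambient incubation with T3-loaded human TRb LBD.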
Tau FP inhib: blocks human tau fibril formation measured by polarization | P10636 | K18 P301L tau heparin fibrillization, Alexa594 FP, 6 h | Potency, µM (top dose mostly 57.7 µM), inactives show top-dose activity, negative = inhibition, usual class: inhibitors | 280,000 compounds, 0.39% hits; note: potency is the fitted concentration of half-maximal effect; % is set by controls: 0 for no effect and ±100 for the full control effect; nearly all actives have a fitted effect of over 55% in size
Target sequence (P10636 561-689 P618L limits assumed): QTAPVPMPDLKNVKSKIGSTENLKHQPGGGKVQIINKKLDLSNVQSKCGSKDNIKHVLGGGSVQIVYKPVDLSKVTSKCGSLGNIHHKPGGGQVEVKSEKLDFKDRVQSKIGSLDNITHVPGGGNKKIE
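K18 P301L tau (15 uM unlabeled/0.24 uM Alexa 594-labeled, final) + compound + heparin 20 uM final; 100 mM NaOAc pH 7; 6 hr 37 C; ThT 30 uM final added, 1 hr RT; FP ex 555/em 632 nm.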
Tau fluor counter: counter-screen for tau fibril formation inhibitors; tau K18 P301L (four-repeat tau fragment) Alexa594 fluorescence, heparin fibrillization; Potency, µM (top dose mostly 57.7 µM), for the others: top-dose activity change, negative = decrease; 280,000 compounds, 0.93% hits; note: potency is the fitted concentration of half-maximal effect; % is set by controls: 0 for no effect and ±100 for the full control effect; nearly all actives have a fitted effect of over 55% in size
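Human K18 P301L tau (15 uM unlabeled plus 0.24 uM Alexa 594-labeled, final) in 100 mM sodium acetate pH 7 was mixed with compound and 20 uM heparin and incubated 6 hr at 37 C.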
TR SRC2 fluor cs: counter-screen for TRb-SRC2 inhibitors: fluorescence interference | 280,000 compounds, 0.29% hits | AID 1479 | TRb/SRC2 Texas Red total fluorescence interference | Potency, µM (series often up to 106 µM), for inactives: top-dose fluorescence change, negative = quenching; active = well fitted curve in either direction with a large enough effect; inconclusive = small, poorly fitted or top-dose-only effect; note: potency is the fitted concentration of half-maximal effect; % is set by controls: 0 for no effect and ±100 for the full control effect
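Human TRβ ligand-binding domain (0.6 uM) and Texas Red SRC2 peptide (20 nM) in Tris buffer with 1 uM T3 and 5% DMSO were incubated with pinned compound for 5 hr at ambient temperature. Total fluorescence was computed as S + 2P (555/632 nm).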
Epigenetic derep: regulators of epigenetic silencing causing reporter derepression in mouse cells. Potency, µM (series often up to 53.9 µM), without a hit: top-dose GFP activation, hits mostly activators. 280,000 compounds, 0.2% hits. murine LDR cells, GFP reporter derepression, 30 h; note: potency is the fitted concentration of half-maximal effect; % of control where 0% means no effect; nearly all actives have a fitted effect of over 60% in size
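Murine LDR cells carrying a silenced, genomically integrated CMV-driven GFP reporter were exposed to compound for 30 hours at 37 C. After PBS washes, GFP-positive cells (20–120 um objects) were counted by laser-scanning microplate cytometry.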
CBFb-RUNX1 inh: blocks binding between human CBF-beta and RUNX1; AlphaScreen CBFb-His/RUNX1-biotin binding, biochemical; 230,000 tested, under 10 active; Potency, µM (doses to about 59.8 µM), for the others: at the highest dose activity, negative = inhibition, actives largely listed as inhibitors; Q01196+Q13951; note: % of control where 0% means no effect
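Proteins preincubated together for 20 min at RT before compound addition; 15 min later, nickel and streptavidin beads were added and left 90 min prior to AlphaScreen measurement.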
aGal spleen mod: inhibitors or activators of human alpha-galactosidase in spleen homogenate; human spleen homogenate, 4MU-alpha-Gal fluorescence, 40 min; 240,000 compounds, 0.008% hits; Potency, µM (doses to about 80 µM), inactives show at the top dose activity change, negative = inhibition, actives largely listed as inhibitors;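 note: potency is the fitted concentration of half-maximal effect; 0% = enzyme with vehicle and -100% = no enzyme basal signal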
Target sequence (P06280 32-429 limits assumed): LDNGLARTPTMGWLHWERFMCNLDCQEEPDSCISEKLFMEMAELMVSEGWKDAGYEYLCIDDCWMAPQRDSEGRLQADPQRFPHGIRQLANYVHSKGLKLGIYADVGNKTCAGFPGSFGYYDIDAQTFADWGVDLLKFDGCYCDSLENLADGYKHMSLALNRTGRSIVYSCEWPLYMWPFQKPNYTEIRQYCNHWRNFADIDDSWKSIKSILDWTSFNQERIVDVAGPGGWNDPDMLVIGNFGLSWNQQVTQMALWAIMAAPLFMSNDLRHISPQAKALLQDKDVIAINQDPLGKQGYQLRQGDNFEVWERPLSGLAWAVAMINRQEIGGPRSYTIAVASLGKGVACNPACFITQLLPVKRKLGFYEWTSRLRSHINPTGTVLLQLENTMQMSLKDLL
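Spleen homogenate 1 ug + cpd (titration) + 4-MU-alpha-D-galactopyranoside 1 mM; 37C 40 min; 50 mM citrate/phosphate pH 5.0, 0.01% Tween-20; stop pH 10; fluorescence 365/440; AC50 via Hill.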
NPSR antagonist: blocks cAMP signaling of the human neuropeptide S receptor | Potency, µM (top dose mostly 38.3 µM), without a hit: at the top dose activity change, negative = inhibition, usual class: inhibitors | AID 1461 | CHO-NPSR cells, cAMP TR-FRET, antagonist mode | Q6W5P4 | 220,000 compounds, 1% hits; note: potency is the fitted concentration of half-maximal effect; % is set by controls: 0 for no effect and ±100 for the full control effect; nearly all actives have a fitted effect of over 50% in size; many of its hits are not listed in these tables
An asterisk follows results filed as active; ? = inconclusive; . = not tested or not shown; [ ] = another dose, or the depositor's remark. Unless noted, calls come from the whole dose curve; as a rule, active = well fitted curve in the direction sought with a large enough effect; inconclusive = small, poorly fitted or top-dose-only effect, or another doubt; inactive = no such curve, though single readings can be large; an effect the other way counts as inactive or inconclusive. Some of the compounds tested; count on the stated rates, not on these rows.

Abbreviations – A = TRb-SRC2 inh; B = Tau FP inhib; C = Tau fluor counter; D = TR SRC2 fluor cs; E = Epigenetic derep; F = CBFb-RUNX1 inh; G = aGal spleen mod; H = NPSR antagonist
canonical_smiles: CCCC[n+]1ccc(-c2nc3ccc([N+](=O)[O-])cc3[nH]2)cc1
  A: 6%; B: -2%; C: 7%; D: 4%; E: -3.0%; F: ?; G: 6%; H: 17%

canonical_smiles: CCn1c2ccccc2c2cnc(N=CN(C)C)c(C#N)c21
  A: -6%; B: -1%; C: -14%; D: -2%; E: -1.4%; F: 2%; G: -3%; H: -12%[46.1 µM]

canonical_smiles: CCOC(=O)c1ccc(N2C(=O)CC(N3CCC(O)(c4ccc(Cl)cc4)CC3)C2=O)cc1 (stereo not given)
  A: -4%; B: 0%; C: -5%; D: 1%; E: -1.1%; F: 3%; G: -5%; H: -8%[46.1 µM]

canonical_smiles: COc1ccc(CSC(=N)N)cc1[N+](=O)[O-]
  A: 5%; B: -6%; C: -9%; D: -2%; E: -0.3%; F: -2%; G: 2%; H: -8%[46.1 µM]

canonical_smiles: N#Cc1sc2nc(C3CC3)cc(-c3ccccc3)c2c1N
  A: -1%; B: ?; C: -25%; D: -1%; E: -1.0%; F: 17%; G: 5%; H: -17%

canonical_smiles: N#C/C(=C/c1ccc([N+](=O)[O-])cc1)C(N)=O
  A: 3%; B: -5%; C: -12%; D: -2%; E: -0.1%; F: 14%; G: -5%; H: 9%

canonical_smiles: COc1cccc(CNC(=O)CN2C(=O)COc3ccc(S(=O)(=O)N4CCCCC4)cc32)c1
  A: 2%; B: -3%; C: -7%; D: -3%; E: 4.1%; F: .; G: .; H: .

canonical_smiles: Cc1ccc(S(=O)(=O)C(C#N)c2nc3ccccc3nc2N2CCN(C)CC2)cc1 (stereo not given)
  A: -2%; B: 9%; C: -28%; D: -1%; E: 0.0%; F: 0%; G: 5%; H: -7%

canonical_smiles: C/C(=N\NC(=O)CC#N)c1cc2ccccc2oc1=O
  A: 9%; B: -5%; C: -7%; D: -3%; E: 1.0%; F: -3%; G: -16%; H: 29%

canonical_smiles: Cc1cccc(NC(=O)Nc2ccc([N+](=O)[O-])cc2)n1
  A: 1%; B: 0%; C: -19%; D: -3%; E: -0.2%; F: -6%; G: -5%; H: -9%

canonical_smiles: CCc1ccccc1NC(=O)CCCSc1nc(-c2ccco2)cc(C(F)(F)F)n1
  A: 2%; B: -8%; C: -12%; D: -10%; E: 3.7%; F: .; G: .; H: .

canonical_smiles: CCOC(=O)c1cccc(NC(=O)CSc2nnnn2CC)c1
  A: -8%; B: 3%; C: -2%; D: -3%; E: -0.7%; F: 6%; G: 1%; H: -16%[46.1 µM]

canonical_smiles: CCc1nc(SCC(=O)O)c(C#N)c2c1CCCC2
  A: -6%; B: -1%; C: -6%; D: -7%; E: 0.1%; F: 13%; G: 6%; H: 34%

canonical_smiles: O=C(NCc1ccccc1)c1onc(CSc2ccc(Cl)cc2)c1C(=O)NCc1ccccc1
  A: -1%; B: -15%; C: -16%; D: 0%; E: 4.8%; F: ?; G: 3%; H: -9%

canonical_smiles: COc1ccc(CNC(=O)c2cc(C)nc3c2c(C)nn3-c2cccc(Cl)c2C)cc1
  A: 8%; B: -1%; C: -11%; D: 1%; E: -1.3%; F: .; G: .; H: .

canonical_smiles: COCCCNC(=S)NC(=O)c1ccc([N+](=O)[O-])cc1
  A: 6%[53 µM]; B: -7%; C: 2%; D: -2%[53 µM]; E: -1.3%; F: 0%; G: -3%; H: -4%

canonical_smiles: COc1ccccc1C(=O)NNC(=O)c1nn(Cc2ccccc2)c(=O)c2ccccc12
  A: -4%; B: -5%; C: -9%; D: -7%; E: ?; F: 10%; G: 1%; H: -53%

canonical_smiles: Cc1ccc(NC(=O)CSc2nnc(-c3cccs3)o2)cc1S(=O)(=O)N1CCCCC1
  A: -1%; B: 0%; C: ?; D: 1%; E: -1.9%; F: -13%; G: -3%; H: -4%

canonical_smiles: FC(F)(F)c1cc(NC(=S)Nc2ccc3ccccc3c2)cc(C(F)(F)F)c1
  A: 3%; B: 0%; C: ?; D: -2%; E: -1.1%; F: 3%; G: -2%; H: .

canonical_smiles: CCOc1ccc(-c2nc(N)ncc2Oc2cccc(OC)c2)c(O)c1
  A: 2%; B: ?; C: ?; D: 0%; E: 1.9%; F: -15%; G: 5%; H: -16%[46.1 µM]

canonical_smiles: CC(C)C(=O)N1CCC(c2nc(-c3ccc(S(=O)(=O)N4CCCC4)cc3)no2)CC1
  A: 0%; B: -8%; C: -1%; D: -4%; E: 0.0%; F: -2%; G: 4%; H: -24%[46.1 µM]

canonical_smiles: O=S(=O)(Nc1ccc(-n2cccc2)cc1)c1ccc(F)cc1
  A: 10%; B: -16%; C: ?; D: -4%; E: 4.9%; F: 1%; G: 5%; H: -13%

canonical_smiles: CC(OC(=O)c1ccc(Cl)nc1)C(=O)NC(C)(C)C (stereo not given)
  A: -1%; B: -6%; C: 0%; D: 1%; E: -0.5%; F: 7%; G: -6%; H: 5%

canonical_smiles: CSc1nc2c(c(=O)[nH]1)C(c1ccc(Br)cc1)CC(=O)N2 (stereo not given)
  A: -2%; B: 3%; C: 2%; D: -2%; E: 9.1%; F: 16%; G: -6%; H: 3%

canonical_smiles: CCCn1c(Sc2nnnn2-c2ccccc2)n[nH]c1=O
  A: -6%; B: -4%; C: -4%; D: 1%; E: 1.0%; F: 5%; G: 4%; H: 2%[46.1 µM]

canonical_smiles: COc1ccccc1CCc1nnc(CCC(=O)NC(C)Cc2cccnc2)o1 (stereo not given)
  A: 2%; B: -3%; C: -7%; D: -1%; E: 1.1%; F: 1%; G: 7%; H: -12%

canonical_smiles: O=C(CCN1CCOCC1)N1CCc2c([nH]c3ccccc23)C1c1cccc(Cl)c1 (stereo not given)
  A: -9%[53 µM]; B: 10%; C: -10%; D: -2%[53 µM]; E: 0.2%; F: -8%; G: 0%; H: 17%

canonical_smiles: O=C(COc1ccccc1)NCc1ccc2c(c1)CCN2C(=O)c1ccc(F)cc1
  A: -2%; B: 4%; C: -9%; D: -1%; E: 0.8%; F: .; G: .; H: .

canonical_smiles: O=C(CN1CCCN(Cc2ccc(F)cc2Cl)C1=O)NC1CCCC1
  A: 0%; B: 5%; C: 5%; D: -1%; E: 1.2%; F: 2%; G: -9%; H: 9%

canonical_smiles: CC(C)CNC(=O)c1ccccc1NC(=O)CN(c1ccccc1)S(=O)(=O)N(C)C
  A: 2%; B: -2%; C: -14%; D: -2%; E: -1.6%; F: 2%; G: 5%; H: 10%

canonical_smiles: CCOc1ccc(-c2nc3c(C#N)c[nH]n3c2NC2CCCCC2)cc1
  A: -1%; B: 0%; C: -6%; D: 3%; E: 2.6%; F: .; G: .; H: .

canonical_smiles: Cc1ccc(SCc2cc(=O)[nH]c(N3CCCCC3)n2)cc1
  A: 5%; B: 4%; C: -5%; D: 4%; E: 0.2%; F: -2%; G: 6%; H: -13%[46.1 µM]

canonical_smiles: C[C@@H](O)CNC(C)(C)CC(=O)N[C@@H]1CCc2ccccc2N(Cc2ccc(-c3ccccc3-c3nn[nH]n3)cc2)C1=O
  A: -5%; B: -11%; C: -15%; D: -1%; E: 2.5%; F: 15%; G: -3%; H: .

canonical_smiles: Cc1c(C(=O)NCc2cccc(Cl)c2)sc2nc3n(c(=O)c12)CCC3
  A: -6%; B: ?; C: ?; D: ?; E: 3.4%; F: .; G: .; H: .

canonical_smiles: O=C(NN=C1CCCCCCCCCCC1)c1cccc(S(=O)(=O)N2CCOCC2)c1
  A: -2%; B: 1%; C: 0%; D: -1%; E: 1.1%; F: 3%; G: 4%; H: 8%

canonical_smiles: O=C(CCC1CCCC1)N1CCN(C(=O)c2cccnc2)CC1
  A: -6%; B: -10%; C: -5%; D: 2%; E: -3.0%; F: 3%; G: 5%; H: -2%[46.1 µM]

canonical_smiles: COc1ccccc1CNC(=O)C1CCN(C2=NS(=O)(=O)C(c3ccc(C)c(C)c3)=C2C)CC1
  A: 5%; B: -1%; C: 12%; D: -2%; E: 6.5%; F: .; G: .; H: .

canonical_smiles: O=C(CN1CCN(C(c2ccccc2)c2ccccc2)CC1)NCc1ccccc1
  A: -7%; B: 0%; C: 8%; D: -1%; E: -2.7%; F: -4%; G: -3%; H: ?

canonical_smiles: O=C(CN(Cc1ccc2c(c1)OCO2)C(=O)c1cnsn1)NC1CCCC1
  A: -2%; B: -4%; C: -6%; D: 0%; E: -5.9%; F: 3%; G: -22%; H: -8%[46.1 µM]

canonical_smiles: CCC(=O)Nc1ccc(N2CCN(C(=O)c3cccs3)CC2)cc1
  A: 2%; B: -2%; C: -9%; D: -1%; E: -3.2%; F: 5%; G: 10%; H: -10%

canonical_smiles: O=C(N/N=C/c1ccccc1OCc1ccccc1)c1cccnc1
  A: -6%[53 µM]; B: -3%; C: -2%; D: -1%[53 µM]; E: 1.3%; F: -8%; G: 5%; H: -7%

canonical_smiles: COc1cc(NC(=O)CSc2nc3ccccc3nc2Cc2ccc(Cl)cc2)cc(OC)c1
  A: 7%; B: ?; C: -18%; D: 0%; E: 11%; F: .; G: .; H: .

canonical_smiles: CCOC(=O)N1CCc2c(sc(NC(=O)CN3CCN(C)CC3)c2C(=O)Nc2ccccc2)C1
  A: 2%; B: 6%; C: -9%; D: 2%; E: 0.0%; F: 6%; G: -17%; H: -9%

canonical_smiles: O=C(Nc1cc(C(=O)Nc2ccc(S(=O)(=O)O)cc2)cc(C(=O)Nc2ccc(S(=O)(=O)O)cc2)c1)Nc1cc(C(=O)Nc2ccc(S(=O)(=O)O)cc2)cc(C(=O)Nc2ccc(S(=O)(=O)O)cc2)c1
  A: 3%; B: .; C: .; D: -2%; E: .; F: 3%; G: 4%; H: .

A second format for some results above:
Order of results – TRb-SRC2 inh | Tau FP inhib | Tau fluor counter | TR SRC2 fluor cs | Epigenetic derep | CBFb-RUNX1 inh | aGal spleen mod | NPSR antagonist
- O=C(CN1CCN(C(c2ccccc2)c2ccccc2)CC1)NCc1ccccc1
→ -7% | 0% | 8% | -1% | -2.7% | -4% | -3% | ?
- O=C(CN(Cc1ccc2c(c1)OCO2)C(=O)c1cnsn1)NC1CCCC1
→ -2% | -4% | -6% | 0% | -5.9% | 3% | -22% | -8%[46.1 µM]
- CCC(=O)Nc1ccc(N2CCN(C(=O)c3cccs3)CC2)cc1
→ 2% | -2% | -9% | -1% | -3.2% | 5% | 10% | -10%

Source: PubChem
